Screening results from PubChem.
EPAC2 agonist – qHTS for Agonist of cAMP-regulated guanine nucleotide exchange factor 4 (EPAC2): primary screen; Rap guanine nucleotide exchange factor 4 (Homo sapiens), Q8WZA2; EPAC2 activation, biochemical qHTS; response scale: 100% = 6.5 mM cAMP response; Potency, µM (series often up to 154 µM), for the others: at the highest dose activation, usual class: activators; 0.079% of 360,000 active; AID 720711, 2013; also: potency is read from the fitted curve at half-maximal effect; nearly all actives have a fitted effect of over 50% in size
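Each well held 100 nM EPAC2, 250 nM RAP1B-BODIPY-GDP and 50 uM GDP. Fluorescence, read at 5-min intervals to 30 min, was referenced to a 6.5 mM cAMP positive control.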
PLK1 PBD block – qHTS for Inhibitors of PLK1-PDB (polo-like kinase 1 - polo-box domain): Primary Screen. Serine/threonine-protein kinase PLK1 (Homo sapiens), P53350. Plk1 PBD binding of FITC phosphopeptide, fluorescence polarization. Potency, µM, for the others: max response, negative = inhibition, actives largely listed as inhibitors. 2.8% of 360,000 active. AID 720504, 2013; also: potency is read from the fitted curve at half-maximal effect; series mostly up to about 57 µM; % is scaled to controls: 0 for no effect and ±100 for the full control effect; nearly all actives have a fitted effect of over 65% in size
Target sequence (P53350 whole entry, looked up, the tested form may be a part): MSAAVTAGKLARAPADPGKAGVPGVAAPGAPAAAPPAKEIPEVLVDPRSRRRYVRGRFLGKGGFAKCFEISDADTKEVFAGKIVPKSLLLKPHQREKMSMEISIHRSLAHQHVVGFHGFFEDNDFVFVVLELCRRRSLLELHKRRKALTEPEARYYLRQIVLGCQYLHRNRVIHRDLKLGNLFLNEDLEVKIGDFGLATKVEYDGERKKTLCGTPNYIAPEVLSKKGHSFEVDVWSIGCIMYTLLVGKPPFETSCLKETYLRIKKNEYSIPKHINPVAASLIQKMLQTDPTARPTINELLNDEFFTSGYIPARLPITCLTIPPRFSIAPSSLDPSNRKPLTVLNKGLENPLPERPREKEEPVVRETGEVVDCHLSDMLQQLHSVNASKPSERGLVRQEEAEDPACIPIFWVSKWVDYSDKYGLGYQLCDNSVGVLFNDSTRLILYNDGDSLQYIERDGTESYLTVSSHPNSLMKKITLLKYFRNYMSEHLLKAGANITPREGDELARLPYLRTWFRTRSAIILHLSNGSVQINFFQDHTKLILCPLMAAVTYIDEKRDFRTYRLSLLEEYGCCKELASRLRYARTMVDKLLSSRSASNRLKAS
CCT chaperon mod – High-Throughput Screening for Modulators of Cytosolic Chaperonin Activity. purified chaperonin ATPase assay, HTRF ADP detection, 30 min. activity change, % (test concentration not listed), hits read low. 0.3% of 360,000 active; in the data active = activity change below about -30%; also: % is scaled to controls: 0 for no effect and ±100 for the full control effect
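Enzyme 40 or 20 nM (batch-dependent) in Tris pH 7.4/KCl/MgCl2/DTT; cpd 76 uM single point; ATP 10 uM; 30 min 37 °C; Transcreener ADP HTRF detection, 30 min RT; ratio 665/615.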
IL-2 act – qHTS of IL-2 Activators; IL-2 activation reporter assay, cell-based qHTS; stimulated with anti-CD3/CD4/CD28 beads; in transgenic mouse T cells; activation, % (series mostly up to about 46 µM); 0.065% of 360,000 active; in the data active = activation above about 50%; inconclusive = mostly about 30% to 49%; also: 0% is about no effect
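Unstimulated transgenic mouse T cells preincubated 60 min with compound, then stimulated with anti-CD3/anti-CD4-coated beads plus anti-CD28 for 18 h at 37 degrees C. IL-2 response read as EGFP and DsRed fluorescence by plate cytometry.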
EPAC1 antag – qHTS for Antagonist of cAMP-regulated guanine nucleotide exchange factor 3 (EPAC1): primary screen; 0.14% of 360,000 active; Potency, µM (titrated, usually from 115 µM), without a hit: at the top dose activity change, negative = inhibition, most hits filed as inhibitors; Rap guanine nucleotide exchange factor 3 (Homo sapiens), O95398; AID 720709, 2013; EPAC1 GEF assay, Rap1b-BODIPY-GDP exchange fluorescence;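 also: potency is read from the fitted curve at half-maximal effect; plate controls were vehicle for no effect and positive control for full effect; nearly all actives have a fitted effect of over 50% in size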
EPAC1 ag – qHTS for Agonist of cAMP-regulated guanine nucleotide exchange factor 3 (EPAC1): primary screen | AID 720707, 2013 | Potency, µM (highest dose often 154 µM), inactives show at the top dose activation, usual class: activators | 0.073% of 360,000 active | EPAC1 agonist qHTS, biochemical assay; response scale: 100% = response to 6.5 mM cAMP | Rap guanine nucleotide exchange factor 3 (Homo sapiens), O95398; also: potency is read from the fitted curve at half-maximal effect; nearly all actives have a fitted effect of over 60% in size
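EPAC1 100 nM, Rap1B–BODIPY-GDP 250 nM, unlabeled GDP 50 uM; compound titration; 5 min RT; kinetic read ex480/em540 at 5-min intervals ×30 min; data normalized to 6.5 mM cAMP agonist control.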
WRN helicase inh – qHTS for Inhibitors of WRN Helicase | WRN helicase unwinding, fluorescent forked duplex, kinetic | Bifunctional 3'-5' exonuclease/ATP-dependent helicase WRN (Homo sapiens), Q14191 | AID 651768, 2012 | Potency, µM (titrated, usually from 114 µM), inactives show top-dose activity change, negative = inhibition, usual class: inhibitors | 0.46% of 360,000 active; also: potency is read from the fitted curve at half-maximal effect; % is scaled to controls: 0 for no effect and ±100 for the full control effect; nearly all actives have a fitted effect of over 55% in size
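WRN at 20 nM final was preincubated with compound for 15 min at room temperature; reaction started with 100 nM forked duplex oligonucleotide carrying fluorophore and quencher plus 2 mM ATP (final). Unwinding followed kinetically by red fluorescence (ex 525/em 598 nm).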
PI5P4K alpha inh – qHTS for Inhibitors of phosphatidylinositol 5-phosphate 4-kinase (PI5P4K); Phosphatidylinositol 5-phosphate 4-kinase type-2 alpha (Homo sapiens), P48426; PI5P4Kalpha enzyme, ADP-Glo luminescence, 60 min; active compounds read low; max response, %; 1.2% of 330,000 active; active = max response of -50% or lower; inconclusive = between -30% and -50%; inactive = -30% or higher; also: value at the top dose of about 77 µM; % is scaled to controls: 0 for no effect and ±100 for the full control effect
Target sequence (P48426 whole entry, looked up): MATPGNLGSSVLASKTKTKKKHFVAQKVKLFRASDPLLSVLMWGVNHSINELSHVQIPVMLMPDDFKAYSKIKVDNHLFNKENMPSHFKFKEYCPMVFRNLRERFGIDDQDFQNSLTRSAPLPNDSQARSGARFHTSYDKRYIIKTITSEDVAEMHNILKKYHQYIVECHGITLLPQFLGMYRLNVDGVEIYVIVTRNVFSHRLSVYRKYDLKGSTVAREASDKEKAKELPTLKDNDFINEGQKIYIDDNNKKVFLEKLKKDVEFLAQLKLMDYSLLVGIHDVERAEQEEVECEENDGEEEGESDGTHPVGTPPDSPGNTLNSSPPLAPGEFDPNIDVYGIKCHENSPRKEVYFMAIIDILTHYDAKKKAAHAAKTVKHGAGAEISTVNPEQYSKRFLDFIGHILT
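Luminescence from ADP-Glo served as readout of PI5P4Kalpha activity in a qHTS format. Reaction: enzyme, substrate, compound, ATP at 5 microM final, 60 min at RT.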
Active calls of the source: *; ? = inconclusive; . = no result given; & = joins results of further samples; [ ] = another dose, or the depositor's remark. Unless noted, calls follow the shape of the dose curve; as a rule, active = well fitted curve in the direction sought with a large enough effect; inconclusive = small, poorly fitted or top-dose-only effect, or another doubt; inactive = no such curve, though single readings can be large; an effect the other way counts as inactive or inconclusive. Only part of the results is shown (hit frequency here may not be typical).

SMILES | EPAC2 agonist | PLK1 PBD block | CCT chaperon mod | IL-2 act | EPAC1 antag | EPAC1 ag | WRN helicase inh | PI5P4K alpha inh
O=C(Cn1c(=O)n(CCC(=O)N2CCc3ccccc3C2)c(=O)c2ccccc21)NCC1CCCO1 (stereo unspecified) | -5% | -6% | 0.9 | -3.2 | 10% | -5% | -19% | 7
Cc1ccc(NC(=O)/C(=C\c2ccccc2)NC(=O)/C=C/c2ccccc2)cc1 | -9% | -1% | 1.9 | -1.5 | -3% | -10% | 0% | 0
COc1cccc(CN(C(=O)c2ccc([N+](=O)[O-])cc2)C2CCS(=O)(=O)C2)c1 (stereo unspecified) | 4% | 12µM* | 0.9 | -3.5 | 13% | 0% | -12% | -5
COC(=O)C(Cc1ccccc1)NC(=O)CCCC(=O)NCc1cccc(OC)c1 (stereo unspecified) | 1% | -2% | 0.3 | 0.8 | 1% | 1% | 11% | 2
O=C(O)/C(=C\c1cccc(O)c1)c1ccc(S(=O)(=O)N2CCCC2)s1 | 6% | -11% | 3.5 | 0.3 | -19% | -4% | -4%[11.6 µM] | ?
C/C(=N\NC(=O)CNc1ccc(F)cc1)c1cc2ccccc2o1 | -12% | -7% | 3.7 | 0.0 | -20% | -8% | -16% | -3
O=C(CCS(=O)(=O)c1cccc2nsnc12)NC1CCCCCC1 | -2% | -27% | -3.2 | -2.1 | 0% | -1% | 2% | -7
Clc1cccc(Cl)c1Cn1cc(Br)cn1 | 17% | -12% | -1.0 | -1.8 | -8% | 7% | 1% | .
O=C(CSc1nnnn1C1CCCCC1)N1c2ccccc2Sc2ccccc21 | 12% | -6% | 0.4 | -2.2 | 12% | 10% | -1% | -1
CCc1cccc(NC(=O)COC(=O)c2c(-c3ccccc3)noc2C)c1 | 4% | -3% | -0.8 | -1.2 | -8% | 14% | -13% | 27
CCOC(=O)c1cnn(-c2ccccc2)c1NC(=O)c1ccccc1C | 2% | -8% | -2.4 | -0.7 | 14% | 5% | -3%[57.1 µM] | .
CC1(C)Oc2ccc3ccc(=O)oc3c2[C@H](O)[C@H]1O | 1% | 0% | 1.8 | -0.1 | 4% | 0% | -10% | 5
CCN(C[C@H]1N[C@@](Cc2ccccc2)(C(=O)OC)[C@H]2C(=O)N(C)C(=O)[C@@H]12)C(=O)c1ccccc1 | 4% | -9% | -0.7 | -0.5 | 13% | 6% | 0% | 3
CCCCCOC(=O)c1c(N)n(CCOC)c2nc3ccccc3nc12 | -1% | 0% | -1.8 | -2.3 | 1% | 6% | -6% | 0
Cc1ccc(N2CC(C(=O)NCc3n[nH]c(=O)c4ccccc34)CC2=O)cc1 (stereo unspecified) | 8% | -11% | -2.9 | -0.1 | -9% | 21% | -18% | -1
CCc1cc(-c2nnn(CCC3COCCO3)c2CC)ccc1-c1cn(Cc2ccc3ccccc3c2)nn1 (stereo unspecified) | 17% | -7% | -2.4 | -3.0 | -17% | -20% | 0% | 10
COc1cccc(C(=O)NCCS(=O)(=O)N2CCCC2)c1 | -2% | -15% | 1.5 | -1.2 | -26% | -6% | -18% | 1
CCOc1ccc(Nc2nc3c(C)cccc3cc2C#N)cc1 | -5% | 10% | -1.1 | 57* | -4% | -4% | 6% | 17
Fc1ccc(-n2nnc(-c3cccnc3)n2)cc1 | 5% | -4% | 3.5 | -3.8 | -8% | 3% | -9% | 2
COc1ccc(C(=O)NCCCNC(=O)c2cccnc2)cc1OC | 7% | -5% | -1.8 | -0.5 | -1% | 6% | 1% | 0

Four compounds out of the list, arranged by length of the SMILES, descending.
SMILES | EPAC2 agonist | PLK1 PBD block | CCT chaperon mod | IL-2 act | EPAC1 antag | EPAC1 ag | WRN helicase inh | PI5P4K alpha inh
Cc1ccc(N2CC(C(=O)NCc3n[nH]c(=O)c4ccccc34)CC2=O)cc1 (stereo unspecified) | 8% | -11% | -2.9 | -0.1 | -9% | 21% | -18% | -1
COC(=O)C(Cc1ccccc1)NC(=O)CCCC(=O)NCc1cccc(OC)c1 (stereo unspecified) | 1% | -2% | 0.3 | 0.8 | 1% | 1% | 11% | 2
O=C(CSc1nnnn1C1CCCCC1)N1c2ccccc2Sc2ccccc21 | 12% | -6% | 0.4 | -2.2 | 12% | 10% | -1% | -1
Clc1cccc(Cl)c1Cn1cc(Br)cn1 | 17% | -12% | -1.0 | -1.8 | -8% | 7% | 1% | .

Going on with the list.
SMILES | EPAC2 agonist | PLK1 PBD block | CCT chaperon mod | IL-2 act | EPAC1 antag | EPAC1 ag | WRN helicase inh | PI5P4K alpha inh
COc1ccc(S(=O)(=O)N2CCCC(C(=O)NC3CC3)C2)cc1Cl (stereo unspecified) | 11% | -5% | -0.4 | -1.0 | 10% | 8% | 1% | 4
CC1CCCN(S(=O)(=O)c2ccc3c(c2)c(=O)nc2ccccn23)C1 (stereo unspecified) | 12% | -11% | -1.4 | -5.3 | 17% | -1% | -2% | 2
CCOc1ccc(NS(=O)(=O)c2cc(NC(=O)c3ccc(C)cc3)ccc2Cl)cc1 | 1% | 8% | -0.5 | -0.8 | -14% | 14% | -18% | -5
Cc1ccc2nsnc2c1S(=O)(=O)N1CCN(CCc2ccccc2)CC1 | -3% | -4% | -1.0 | -0.4 | 6% | 1% | 4% | .
CCOc1ccc(NC(=S)N2CCN(S(=O)(=O)c3ccccc3)CC2)cc1 | 13% | -6% | -1.0 | 0.8 | -5% | -10% | -10% | -3
O=[N+]([O-])c1ccc(Cl)c(/C=N/n2c(COc3ccccc3)n[nH]c2=S)c1 | 3% | 24µM* | -1.2 | -0.4 | -26% | -6% | -16% | 7
Cc1cc(C)cc(N(CC(=O)NCC2CCCO2)C(=O)CCC(=O)Nc2nccs2)c1 (stereo unspecified) | 12% | -3% | 1.6 | -4.0 | 11% | -5% | -3% | 4
CCOC(=O)Cc1csc(SCC(=O)NC2CCS(=O)(=O)C2)n1 (stereo unspecified) | -2% | 1% | -2.6 | 1.4 | -13% | -12% | 2% | -4
Cn1c(N)c(C(=O)CN2CCc3ccccc3C2)c(=O)n(C)c1=O | 2% | -1% | -0.3 | -0.1 | 6% | 5% | -2% | -1
O=[N+]([O-])c1ccc(N2CCN(c3ccc(F)cc3)CC2)cn1 | 7% | 0% | 2.2 | 0.0 | -4% | 8% | -4% | -4
COc1cc(CC(=O)OCC(=O)N2C(C)CCCC2C)cc(OC)c1OC (stereo unspecified) | 5% | -2% | 0.8 | -0.7 | -6% | 1% | -16% | 0
O=C(Cc1c(Cl)cccc1Cl)NC1CC1 | 3% | ? | -2.1 | -0.4 | 0% | 2% | 0% | -3
O=C(CCS(=O)(=O)c1ccccc1)NCc1ccccc1 | 10% | -22% | 0.3 | -3.5 | -2% | 5% | 1% | -1
O=C(CN1C(=O)c2ccccc2S1(=O)=O)NCCc1ccccc1 | 0% | -2% | -0.2 | -3.0 | 20% | -2% | 4% | -2
Cc1cc(NCCCN2CCOCC2)n2nc(C)c(-c3ccc(F)cc3)c2n1 | -6% | -8% | 0.0 | -2.9 | -3% | -8% | -2%[57.1 µM] | 1
O=C(COC(=O)c1ccccc1NC(=O)c1ccco1)NC1CC1 | 9% | -1% | -1.2 | 0.4 | 10% | 9% | 2% | 0
Cc1ccn2c(Cc3ccccc3)c(-c3ccccc3)nc2c1 | 7% | 1% | 1.1 | -1.0 | 4% | 1% | -3% | 1
COC(=O)c1cc2sccc2n1CC(=O)N1CCCc2ccccc21 | 13% | 1% | -2.0 | -1.0 | -10% | 17% | -9% | .
CCN1C(=O)c2cccc3c(NC(=O)c4cccc(N5C(=O)CCC5=O)c4)ccc1c23 | 3% | -2% | -0.7 | -0.2 | -11% | -1% | 1% | -6
COc1ccc(NC(=O)CSc2ncnc3c2cnn3Cc2ccccc2)cc1 | -6% | -8% | -3.9 | -4.2 | -11% | -10% | 0% | 0
CCCCn1nnnc1C(c1cc2ccccc2o1)N1CCN(CC(=O)NC(C)C)CC1 (stereo unspecified) | 3% | -12% | -4.8 | -0.3 | -23% | -14% | 3% | -6
C#CCOCCOCCOCCNc1nc(N2CCN(C(=O)[C@H](CCC(=O)O)n3cc(CN)nn3)CC2)nc(N2CCN(C(=O)[C@H](CCC(=O)O)n3cc([C@@H](N)[C@H](C)CC)nn3)CC2)n1 | 5% | -14% | -33* | 1.5 | -4% | 2% | -2% | -7
CN1C(c2ccc(F)cc2)=CS/C1=C(/C#N)c1nnc(N2CCOCC2)n1-c1ccccc1 | 1% | -14% | -1.7 | 0.0 | 17% | 2% | -1% | 1
CCS(=O)(=O)c1ccc(C(=O)Nc2ccccc2)c(Cl)c1Cl | -5% | -2% | 2.4 | 0.2 | -7% | -1% | -1% | 7
N#Cc1cccc(NC(=O)COC(=O)Cn2nc(-c3ccccc3)oc2=O)c1 | 12% | -20% | -1.1 | 0.6 | -11% | -3% | 4% | 5
COc1ccc(C(=O)/C=C/Nc2cc(C)on2)cc1 | 8% | -7% | 0.5 | -0.2 | 2% | 2% | -9% | .
CCOC(=O)C1=C(C)NC(=O)C1CC(=O)O (stereo unspecified) | 8% | -13% | -2.4 | 0.2 | 1% | 6% | 8% | -3
O=C(Nc1cccc([N+](=O)[O-])c1)C(=O)N1CCCCC1 | 8% | -12% | -1.8 | 0.7 | -10% | 8% | 2% | -6
Cc1cc(NC(=O)/C(C#N)=C/c2ccco2)n(-c2ccccc2)n1 | 3% | -5% | 1.0 | -2.7 | -20% | 3% | -28%[57.1 µM] | 2
Cc1ccc(NC(=O)c2nn(C34CC5CC(CC(C5)C3)C4)cc2[N+](=O)[O-])cc1 | 12% | -9% | -1.4 | -2.9 | -1% | 14% | -12% | .
CCOC(=O)C1=C(COC(=O)CCOc2ccccc2)NC(=O)NC1C (stereo unspecified) | 1% | -6% | -0.4 | -0.5 | 14% | -11% | 12% | -5
CN1CCN(CCCN2c3ccccc3Sc3ccc(C(F)(F)F)cc32)CC1 | 9%&13%&-2% | -5%&-6%&-2% | -1.8&-2.4&-0.3 | -0.2&-6.9&-0.7 | 1%&2%&-15% | -8%&-1%&-3% | -4%&2%&-7% | 22&31&17
